Rpn11 block: Rpn11 (human) deubiquitinase inhibition. O00487. human 26S proteasome, Ub4-pepOG fluorescence polarization; 20S core pre-blocked with epoxomicin. calls only at 20 µM. 360,000 compounds, 0.59% hits;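 active means inhibition at 20 µM, scaled to each plate's controls, above about 33%, limit read from the data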
Target sequence (O00487 whole entry, looked up): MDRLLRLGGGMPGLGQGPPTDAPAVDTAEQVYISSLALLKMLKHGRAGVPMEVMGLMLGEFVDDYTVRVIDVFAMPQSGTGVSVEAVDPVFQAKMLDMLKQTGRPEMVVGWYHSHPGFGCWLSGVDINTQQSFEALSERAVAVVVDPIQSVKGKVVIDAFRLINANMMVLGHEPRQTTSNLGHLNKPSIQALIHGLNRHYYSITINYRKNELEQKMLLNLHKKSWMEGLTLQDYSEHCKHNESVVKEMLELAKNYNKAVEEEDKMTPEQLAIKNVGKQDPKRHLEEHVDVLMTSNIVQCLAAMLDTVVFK
NadD inh: NadD (S. aureus) enzyme inhibition | purified NadD enzyme, colorimetric absorbance read-out | inhibition, % at 20 µM | 360,000 compounds, 0.78% hits | AID 602399; in the data active means inhibition above about 26%; further: some compounds past the cut are filed as inactive
SKN-1 inh: inhibitors of C. elegans SKN-1; 360,000 compounds, 0.49% hits; C. elegans VP596 Pgst-4::GFP/RFP ratio, acrylamide-induced, 24 h; AID 624304; inhibition, % at 21.8 µM;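 active means interference check ratio from 0.5 to 1.5 plus GFP to RFP signal ratio inhibition reaching or exceeding a fixed threshold, cut at about 30% in these data, passing the limit was not always enough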; further: some compounds called inactive have numbers as strong as hits
Rin1-Abl PPI inh: blocks binding of human Rin1 to Abl. P00519+Q13671. TR-FRET Rin1/Abl binding, biochemical. inhibition, % at 7.35 µM. 360,000 compounds, 0.4% hits; in the data active means inhibition above about 5%, passing the limit was not always enough
Neddylation inh: cullin neddylation inhibition | P61081+Q13564 | TR-FRET cullin neddylation, biochemical | calls only at 25 µM | 360,000 compounds, 0.58% hits | AID 651699; in the data active means inhibition above about 36%
MT1-MMP act inh: MT1-MMP (human) activation inhibition; P50281; HT1080 RFP-PRO-GFP cells, GFP/RFP ratio fluorescence, overnight; percent of plate control window, DMSO zero; GFP/RFP ratio change, % at 20 µM; 360,000 compounds, 0.061% hits;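 active means GFP/RFP ratio change of at least 30% with cell ATP level not reduced by more than half and red fluorescence within 50% of control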; further: strong numbers were not always called active
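Assay system: HT1080 RFP-PRO-GFP cells | Dosing: 20 µM single dose, 1% DMSO | Incubation: Cells overnight before dosing, compound overnight, 37 °C, 5% CO2 | Evaluation: GFP/RFP fluorescence ratio | Control set: DMSO-only wells and HT1080 RFP-L50D-GFP cell wells as references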
FAS-TE inh: inhibitors of human fatty acid synthase thioesterase domain. recombinant FAS-TE, OMFH fluorogenic substrate, fluorescence endpoint. inhibition, % at 15 µM. 360,000 compounds, 0.67% hits;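 active means compounds whose normalised, plate-corrected inhibition of enzyme fluorescence in the single-dose primary screen is 50% or more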;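 further: 0% = DMSO with enzyme and 100% = substrate without enzyme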
MLLE-PAM2 inh: inhibitors of microRNA-mediated deadenylation, human PABP1 MLLE binding. P11940. GST-MLLE / FITC-PAM2 fluorescence polarization. inhibition, % at 20 µM. 360,000 compounds, 0.36% hits. AID 588489; in the data active means inhibition above about 35%, passing the limit was not always enough;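 further: plate controls were DMSO wells with GST-MLLE for no effect and wells lacking GST-MLLE protein for full effect; some results filed as inactive read as strong as hits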
CSN deneddyl inh: blocks human CSN-mediated cullin deneddylation; Purified CSN, SCF-Nedd8-OG deneddylation, fluorescence polarization; inhibition, % at 12.5 µM; 360,000 compounds, 0.38% hits;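 active means pattern-corrected inhibition above about 35%, with an unprinted fluorescence ratio check between 0.5 and 1.5, limit read from the data, passing the limit was not always enough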;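 further: 0% = enzyme with substrate and 100% = substrate without enzyme; some results filed as inactive read as strong as hits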
Target sequence (Q92905 whole entry, looked up, one chain of several): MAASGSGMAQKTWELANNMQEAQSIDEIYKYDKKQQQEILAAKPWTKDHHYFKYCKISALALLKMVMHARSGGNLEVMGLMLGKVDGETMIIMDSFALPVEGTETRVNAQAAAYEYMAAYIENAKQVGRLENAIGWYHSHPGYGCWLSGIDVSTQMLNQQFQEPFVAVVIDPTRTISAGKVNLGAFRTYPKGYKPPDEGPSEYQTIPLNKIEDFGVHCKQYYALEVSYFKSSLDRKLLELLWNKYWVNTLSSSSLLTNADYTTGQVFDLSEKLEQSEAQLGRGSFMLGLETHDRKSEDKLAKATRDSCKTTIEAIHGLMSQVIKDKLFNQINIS
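Assay system: HEK293T-derived human Csn5 enzyme; quantity: 0.24 nM enzyme; medium: Tris/NaCl/DTT buffer, pH 7.5; also added: substrate SCFSkp2-Nedd8OG, 10 nM; doses: 12.5 µM compound; schedule: 90 min reaction at room temperature; signal: FP; read-out: % inhibition of substrate cleavage by Csn5; benchmarks: substrate-only high control, full reaction low control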
* = called active by the depositor; i = inactive; x = no result given. Rows are unselected (roughly 3.9% active in at least one column).

No.	SMILES	Rpn11 block	NadD inh	SKN-1 inh	Rin1-Abl PPI inh	Neddylation inh	MT1-MMP act inh	FAS-TE inh	MLLE-PAM2 inh	CSN deneddyl inh
1	COC(=O)C[C@H]1c2cc(C(F)(F)F)ccc2S(=O)(=O)N1C(C)(C)C	i	-6	11	4	i	-1	0	6	5
2	COC(=O)[C@@]12C[C@@H](CC(=O)NCC34CC5CC(CC(C5)C3)C4)C(=O)N(Cc3cccc4ccccc34)C1=CCC(C)(C)C2	x	x	12	x	i	-9	x	x	4
3	C=CCn1c(C2CC2)n[nH]c1=S	i	-6	-6	2	i	-3	-8	3	-2
4	Cc1ccn2c(=O)c(C(=O)O)cnc2c1	i	1	0	-2	x	0	-3	0	1
5	CCN(CC(=O)NCc1ccc(Cl)cc1)C(=O)NCc1ccc(Cl)cc1	i	-3	3	-1	i	2	10	-2	4
6	C=CCn1c(Cc2csc(N)n2)nnc1SCC(=O)Nc1ccc(C(=O)OCC)cc1	i	-1	16	2	i	4	-3	-32	1
7	Cc1cccc(NC(=O)c2cc(-c3ccc(C)s3)nc3ccccc23)n1	i	9	3	2	x	-18	19	-10	-12
8	Cc1ccc(NS(=O)(=O)c2ccccc2)c([N+](=O)[O-])c1	i	-7	23	0	i	-1	-2	-6	5
9	Cc1ccc(CSc2nc3[nH]ncc3c(=O)[nH]2)cc1	i	1	2	5	i	4	-16	-11	5
10	CCn1ccnc1CN(C)Cc1nc(-c2ccc3c(c2)OCO3)no1	i	0	-2	4	i	0	-1	-5	1
11	COc1cc(OC)c(OC)cc1/C=C(\C#N)C(=O)NCc1cccs1	i	-11	-9	1	i	-6	-8	-22	-2
12	C=CCN1CCN(C(c2cc(OC)ccc2OC)c2nnnn2CC2CCCO2)CC1 (configuration not stated)	i	-6	-8	-1	i	3	-4	-2	-1
13	Nc1c(-c2ccccc2)nc2ncccn12	x	x	-11	x	i	0	x	x	-3
14	OCCN=c1cc(-c2ccccc2)oc2ccc(Cl)cc12	i	-8	-11	-5	i	-4	-11	2	4
15	CC(=O)c1ccccc1OCc1ccc(C(=O)c2ccccc2)cc1	i	2	13	3	i	-6	31	3	-4
16	COC(=O)c1ccc(NC(=O)C2CC(=O)N(c3ccc(C)cc3)C2)cc1 (configuration not stated)	i	-2	-14	-3	i	-1	-8	-10	3
17	CC1C(=O)N2CCCc3cc(NS(=O)(=O)c4ccccc4)cc1c32 (configuration not stated)	i	1	-6	-3	i	-7	-4	15	-4
18	O=C(COC(=O)c1cc(Br)ccc1O)NC12CC3CC(CC(C3)C1)C2	i	0	32	4	i	0	-1	10	0
19	COc1ccc(NC(=O)C2CC(c3ccc(Cl)cc3)=NO2)cc1 (configuration not stated)	i	-4	-7	-3	i	0	-3	0	-1
20	Cn1c(-c2ccc(F)cc2)cnc1SCC(=O)Nc1ccccc1N1CCOCC1	i	3	2	-3	i	2	2	-4	0
21	Cn1ccnc1SCC(=O)c1ccc(C#N)cc1	i	-3	14	0	i	-1	-4	-7	5
22	COc1ccc(CNC(=O)CCNS(=O)(=O)c2ccc(Br)s2)cc1	i	-1	2	1	i	-1	2	6	2
23	O=C(COC(=O)c1ncc(Cl)c(Cl)c1Cl)Nc1ccc(Cl)cn1	i	3	9	1	i	-7	5	4	7
24	COc1cccc(-c2nnc(SCC(=O)N3CCCC3=O)n2-c2ccccc2)c1	i	2	9	1	i	4	-4	-32	-2
25	O=C(Nc1ccon1)c1cccc(Cl)c1	i	-3	3	-2	i	1	-3	-13	2
26	CCc1ccc2[nH]c(=O)c(CN(Cc3ccc(OC)cc3)Cc3nnnn3CCOC)cc2c1	i	-4	-5	-2	i	-4	3	9	0
27	Cc1ccc2cc([N+](=O)[O-])ccc2n1	i	3	3	3	i	-2	0	11	3
28	CC(C)CNC(=O)C1c2ccccc2Oc2ccccc21	i	-1	-3	0	i	-1	-2	13	-3
29	O=C1CCCCCCC1Sc1ccccc1[N+](=O)[O-] (configuration not stated)	i	1	-12	-1	i	2	2	-113	2
30	O=C(COC(=O)CNC(=O)c1ccccc1)NC12CC3CC(CC(C3)C1)C2	i	-3	10	-5	i	1	-7	-13	7
31	CSCCC(NC(=O)c1cccc(S(=O)(=O)N2CCN(C(C)=O)CC2)c1)c1nc2ccccc2[nH]1 (configuration not stated)	i	4	-3	5	i	-4	-2	0	3
32	COc1ccc(C2(C)NC(=O)NC2=O)cc1OC (configuration not stated)	i	1	-5	3	i	-1	-3	-14	1
33	COc1cc(/C=C/C(=O)OCC(=O)NCc2ccc3c(c2)OCO3)cc(OC)c1OC	i	-6	16	1	i	4	0	-10	-5
34	Cc1cc2cc(CN(CC3CCCO3)C(=O)c3cnccn3)c(=O)[nH]c2cc1C (configuration not stated)	i	-6	3	-5	i	0	-9	8	10
35	CCOC(=O)c1ccc(NC(=O)c2nccnc2C(=O)O)cc1	i	0	-14	3	i	2	-4	-6	1
36	CCCNC(=S)NC1CC2CCCC(C1)N2Cc1ccccc1OC (configuration not stated)	i	-2	-3	3	i	5	-3	-44	1
37	Nc1nnnn1/N=C/c1ccccc1OCc1ccccc1	i	-6	6	4	i	1	2	-5	8
38	COc1ccc(CC(=O)NCc2ccc3c(c2)cc(C)n3C)cc1OC	i	4	30	-10	i	29	-2	28	0
39	Cc1ccccc1NC(=O)Cc1nc(COC(=O)CSc2ccc(F)cc2)cs1	i	-2	6	0	i	2	3	1	1
40	CCCNC(=O)c1ccc(COc2ccc(C)cc2)o1	i	3	-7	3	i	2	-5	1	-6
41	COc1ccc(S(=O)(=O)N2CCCOC2CNC(=O)C(=O)NCCc2ccco2)cc1 (configuration not stated)	i	7	4	-5	i	-1	-3	-1	-2
42	CC1(c2nnc(-c3ccc(Cl)cc3)o2)CC(c2ccc(Cl)cc2)=NO1 (configuration not stated)	i	-14	20	1	i	1	27	14	-2
43	COc1ccccc1C(=O)Nc1ccc(OCC(=O)N2C(C)CCCC2C)cc1 (configuration not stated)	i	6	9	3	i	4	1	6	0
44	COc1ccccc1-c1noc2c1C(=O)N(Cc1cn(-c3ccccc3OC)nn1)CC2	x	3	27	x	i	2	-12	x	-6
45	CCNc1ccc(Br)cc(C(=O)/C=C/c2ccccc2Cl)c1=O	i	34*	-16	0	i	-18	4	-65	35
46	CN(C)S(=O)(=O)N1CCC(n2nccc2NC(=O)CCCc2ccccc2)CC1	i	-3	19	4	i	-2	-3	4	3
47	Cc1nn(-c2ccccn2)c2c1C(c1ccncc1)C1=C(CC(C)(C)CC1=O)N2 (configuration not stated)	i	3	-10	-6	x	7	0	-7	2
48	CCN(CC(=O)Nc1c(F)cccc1F)C(=O)CCC(=O)c1ccc(F)cc1	i	-4	-1	0	i	1	-4	5	3
49	O=C(NCCN1CCOCC1)c1ccc2c(c1)N(Cc1ccc(Cl)cc1)CCS2	i	4	3	0	x	1	0	-8	-1
50	Cc1sc(NC(=O)c2ccc3ncsc3c2)c(C(N)=O)c1C	i	-3	12	2	i	3	-6	-1	4
51	O=C(OCc1nc2ccc(Cl)cc2n1CCO)c1ccccc1	i	-8	3	-4	i	2	0	-8	0
52	O=C(N/N=C/c1ccc(-c2ccccc2)o1)c1ccccc1O	i	3	-2	-5	i	-2	7	-7	4
53	CCn1cc(C(=O)NC(C)C)c(=O)c2cc(F)c(N3CCN(C(=O)c4ccco4)CC3)cc21	i	3	9	1	x	3	-3	4	-1
54	COc1ccc([N+](=O)[O-])cc1NC(=O)c1ccc(-n2nc(C)cc2C)cc1	i	-1	3	4	i	3	18	0	0
55	O=C1CN(C(=O)COC(=O)CNS(=O)(=O)/C=C/c2ccccc2)c2ccccc2N1	i	-1	14	-1	i	2	9	-2	-3
56	C=CCn1c(-c2cc(Cl)ccc2OC)n[nH]c1=S	i	0	10	-2	i	4	0	-13	-5
57	CC(C)(C)C(=O)n1nc(-c2ccccc2)oc1=O	i	5	5	-3	i	4	-6	-10	5
58	NC(Cc1ccccc1)c1csc(Nc2nncc3ccccc23)n1 (configuration not stated)	i	10	27	-9	i	-2	-4	2	2
59	O=C(NC(=S)Nc1ccc(Br)cc1)C1CCCCC1	i	0	6	-2	i	6	-4	19	2
60	O=C(CSc1nnc(-c2ccc(S(=O)(=O)N3CCCC3)cc2)n1CC1CCCO1)NC1CC1 (configuration not stated)	i	-6	-30	1	i	-1	-6	-31	-1

(next part)
No.	SMILES	Rpn11 block	NadD inh	SKN-1 inh	Rin1-Abl PPI inh	Neddylation inh	MT1-MMP act inh	FAS-TE inh	MLLE-PAM2 inh	CSN deneddyl inh
61	Cc1c(C(=O)NCc2ccc(Cl)c(Cl)c2)sc(=O)n1Cc1ccc(S(=O)(=O)N(C)C)cc1	i	-2	10	0	i	-4	28	11	-6
62	O=S(=O)(NC1CCCCC1N1CCN(c2cccc(Cl)c2)CC1)c1ccccc1 (configuration not stated)	i	7	-1	-3	i	-5	28	2	-4
63	Cc1ncc(C23CC4CC(CC(C4)C2)C3)[nH]1	i	-5	1	-2	i	4	-3	5	6
64	O=C1NC[C@@H](CCCCN2C[C@H](Cc3ccc(O)cc3)N(CCC3CCCCC3)C(=O)C2=O)N(CCc2ccc(O)cc2)C1=O	x	26	8	x	i	3	1	x	0
65	COC(=O)c1cn(-c2cccc(C)n2)cn1	i	-2	-4	5	i	4	-4	8	5
66	COc1cccc(-c2ncc3ccccc3c2COC(=O)c2ccc(F)cc2)c1	i	1	-3	5	i	1	34	-7	0
67	COc1ccc(OC)c(C2=NOC(C(=O)Nc3cccnc3)C2)c1 (configuration not stated)	i	-1	-3	-3	i	0	-5	5	2
68	Cc1ccc2[nH]c(CSc3ccccc3)cc(=O)c2c1	i	-2	22	4	i	-2	2	3	-6
69	COc1cc2c(cc1OC)[C@H](C)N(C(=O)COc1ccccc1)CC2	i	-4	11	-1	i	4	2	-3	-2
70	Cc1sc(NC(=O)c2ccco2)c(CN2CCN(c3ccc(F)cc3)CC2)c1C	i	4	-10	-6	i	-10	28	27	5
71	Nc1cccc2c1C(=O)N(C(=O)/C=C/c1cccc(Br)c1)C2=O	i	4	4	0	x	-4	4	-10	41*
72	Cn1c(SCCC#N)nnc1-c1ccccc1F	i	0	4	3	i	-1	0	-10	5
73	COc1ccc(C2=C(C=O)Cc3ccccc3O2)cc1	i	-7	5	-1	i	-3	24	2	-5
74	COc1ccc(C(=O)n2cc(C(C)=O)c3ccccc32)cc1	i	-5	-6	4	i	-2	8	15	4
75	C/C=C(/C)C(=O)OC1CC(C)(C)C[C@H]2C3=CC[C@@H]4[C@@]5(C)CCC(O[C@@H]6O[C@@H](C(=O)O)[C@@H](O)C(O[C@@H]7OC[C@H](O)[C@@H](O)[C@@H]7O[C@@H]7OC(CO)C(O)[C@@H](O)[C@@H]7O)C6O[C@@H]6OC(CO)C(O)C(O)C6O)[C@@](C)(CO)[C@@H]5CC[C@]4(C)[C@]3(C)CC(O)[C@@]12CO (some centres not stated)	i	-1	28	3	i	-15	3	9	3
76	Cn1c(=O)c2c(nc(SCC(=O)N3CCCCCC3)n2C)n(C)c1=O	i	4	-13	6	i	1	0	-2	1
77	Nc1nnc(SCC(=O)Nc2cccnc2Cl)s1	i	-2	0	-1	i	2	-7	-10	5

Screening results as filed in PubChem.
